Akt phos inh – HTS Assay for Inhibitors of Akt Phophorylation: Primary Screen. 360,000 compounds, 0.32% hits. AID 651550, 2012. activity change, % for hits at 50 µM. Neuro2A IGF-stimulated pAkt S473 HTRF, 20 min; hits give low values; in the data active = activity change below about -80%; inconclusive = mostly about -51% to -80%; also: % is scaled to controls: 0 for no effect and ±100 for the full control effect
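Single-point screen (50 µM final compound) in Neuro2A cells stimulated 20 min with 6 nM IGF at 37 deg C. After lysis, Ser473-phosphorylated Akt read by HTRF (ex 330 nm, em 615/665 nm) as the 665/615 ratio.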
Mm-Cpn inhibitor – Inhibitors of TCP-1 ring complex (TRiC) of Methanococcus maripaludis (MmCpn): qHTS; Chaperonin Mm-Cpn (Methanococcus maripaludis); purified Mm-Cpn ATPase, ADP Transcreener TR-FRET; Potency, µM (highest dose often 76.9 µM), for inactives: at the highest dose activity, negative = inhibition, usual class: inhibitors; 330,000 compounds, 0.031% hits; AID 504842, 2011; also: potency is read from the fitted curve at half-maximal effect; % is scaled to controls: 0 for no effect and ±100 for the full control effect; nearly all actives have a fitted effect of over 80% in size
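Reaction buffer contained 30 mM Tris pH 7.4, 100 mM KCl, 5 mM MgCl2 and 1 mM DTT. Mm-CPN (25 nM final) hydrolysed 10 uM ATP over 30 min at 37°C; ADP was read by HTRF.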
EPAC2 antagonist – qHTS for Antagonist of cAMP-regulated guanine nucleotide exchange factor 2 (EPAC2): primary screen. Rap guanine nucleotide exchange factor 4 (Homo sapiens), Q8WZA2. EPAC2 GEF exchange of Rap1B-BODIPY-GDP, fluorescence. Potency, µM (series often up to 114 µM), inactives show top-dose activity, negative = inhibition, usual class: inhibitors. 360,000 compounds, 0.18% hits. AID 720708, 2013; also: potency is read from the fitted curve at half-maximal effect; % is scaled to controls: 0 for no effect and ±100 for the full control effect; nearly all actives have a fitted effect of over 45% in size; many of its hits are not listed in these tables
Target sequence (Q8WZA2 whole entry, looked up): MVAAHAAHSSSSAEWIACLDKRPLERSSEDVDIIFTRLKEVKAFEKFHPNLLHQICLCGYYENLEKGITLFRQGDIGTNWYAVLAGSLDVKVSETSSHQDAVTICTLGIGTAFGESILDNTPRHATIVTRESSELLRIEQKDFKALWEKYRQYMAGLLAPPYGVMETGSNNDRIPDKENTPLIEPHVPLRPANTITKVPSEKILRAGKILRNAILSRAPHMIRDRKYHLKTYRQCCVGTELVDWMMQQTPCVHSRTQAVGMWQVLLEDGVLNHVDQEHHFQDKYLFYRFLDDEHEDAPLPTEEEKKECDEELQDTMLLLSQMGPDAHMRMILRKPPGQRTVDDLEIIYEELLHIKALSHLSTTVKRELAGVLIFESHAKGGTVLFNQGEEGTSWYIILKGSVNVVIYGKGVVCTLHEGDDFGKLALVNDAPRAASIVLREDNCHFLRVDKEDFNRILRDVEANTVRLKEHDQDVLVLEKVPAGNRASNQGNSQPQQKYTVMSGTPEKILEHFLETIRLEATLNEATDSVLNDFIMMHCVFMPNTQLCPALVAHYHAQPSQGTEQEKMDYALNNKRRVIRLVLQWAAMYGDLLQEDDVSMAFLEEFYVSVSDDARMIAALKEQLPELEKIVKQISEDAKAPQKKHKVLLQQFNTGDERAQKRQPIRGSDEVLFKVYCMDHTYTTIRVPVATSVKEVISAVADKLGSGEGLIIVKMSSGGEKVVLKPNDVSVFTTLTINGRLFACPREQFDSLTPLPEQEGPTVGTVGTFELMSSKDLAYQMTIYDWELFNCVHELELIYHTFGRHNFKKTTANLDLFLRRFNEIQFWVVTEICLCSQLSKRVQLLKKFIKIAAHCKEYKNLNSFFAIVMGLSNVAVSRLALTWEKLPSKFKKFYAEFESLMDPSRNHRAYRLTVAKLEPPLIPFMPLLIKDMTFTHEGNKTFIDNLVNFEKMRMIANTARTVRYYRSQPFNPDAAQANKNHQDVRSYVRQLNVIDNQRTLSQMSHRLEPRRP
EPAC2 ag – qHTS for Agonist of cAMP-regulated guanine nucleotide exchange factor 4 (EPAC2): primary screen. EPAC2 activation, biochemical qHTS; response scale: 100% = 6.5 mM cAMP response. Potency, µM (highest dose often 154 µM), without a hit: at the top dose activation, most hits filed as activators. 360,000 compounds, 0.079% hits. AID 720711, 2013; also: potency is read from the fitted curve at half-maximal effect; nearly all actives have a fitted effect of over 50% in size
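Fluorescence exchange assay: 100 nM EPAC2 with 250 nM RAP1B-BODIPY-GDP and 50 uM GDP; compounds tested as a concentration-titration series (qHTS). Loss of Rap1-bound BODIPY-GDP fluorescence read at 480/540 nm; data normalized to 6.5 mM cAMP.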
A549 tox – Nrf2 qHTS screen for inhibitors: counterscreen for cytotoxicity; A549 ARE-Fluc cells, CellTiter-Fluor viability, 18-24 h; Potency, µM (titrated, usually from 46 µM), inactives show top-dose activity change, negative = cytotoxicity, most hits filed as inhibitors; 390,000 compounds, 0.16% hits; also: potency is read from the fitted curve at half-maximal effect; % is scaled to controls: 0 for no effect and ±100 for the full control effect
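Cytotoxicity counterscreen: CellTiter-Fluor fluorescence was measured in A549 ARE_Fluc cells after 18-24 h of compound exposure in a concentration series. The subsequent BugLite luminescent read reports ARE-luciferase activity.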
TGFb inhibitor – qHTS for Inhibitors of TGF-b; HepG2 CAGA-GFP TGF-b/SMAD3 reporter, GFP fluorescence, 18 h; TGF-beta stimulated, 500 pg/mL final; Potency, µM (highest dose often 46.1 µM), for inactives: top-dose activity, negative = inhibition, actives largely listed as inhibitors; 410,000 compounds, 1.2% hits; AID 588855, 2011; also: potency is read from the fitted curve at half-maximal effect; % is scaled to controls: 0 for no effect and ±100 for the full control effect; nearly all actives have a fitted effect of over 65% in size
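Read-out: total well GFP (ex488/em500-530) summed from mean per-cell fluorescence. Cells: HEPG2 CAGA-GFP, 1% FBS DMEM, 18 h at 37 degrees C with 500 pg/mL final TGF-beta. Unstimulated wells served as the full-inhibition control; stimulated DMSO wells = 0%.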
CCT modulator – High-Throughput Screening for Modulators of Cytosolic Chaperonin Activity; purified chaperonin ATPase assay, HTRF ADP detection, 30 min; activity change, % (concentration not given with the values), hits read low; 360,000 compounds, 0.3% hits; AID 651819, 2012; in the data active = activity change below about -30%; also: % is scaled to controls: 0 for no effect and ±100 for the full control effect
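TRiC (40 or 20 nM final, by batch activity) in 30 mM Tris pH 7.4, 100 mM KCl, 5 mM MgCl2, 1 mM DTT was treated with compound at 76 uM single dose, then 10 uM ATP, 30 min at 37 °C. ADP was read by HTRF Transcreener.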
Nrf2 inh – Nrf2 qHTS screen for inhibitors. AID 504444, 2011. Potency, µM (series often up to 46 µM), inactives show at the highest dose activity change, negative = inhibition, most hits filed as inhibitors. A549 ARE-Fluc reporter, luciferase luminescence, 18-24 h. 360,000 compounds, 2.1% hits; also: potency is read from the fitted curve at half-maximal effect; % is scaled to controls: 0 for no effect and ±100 for the full control effect; nearly all actives have a fitted effect of over 60% in size
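Concentration-response testing used A549 ARE_Fluc cells at 5000 cells/well. Following an 18-24 h compound incubation, viability was read by fluorescence (Ex 405/Em 525) and luciferase output by luminescence.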
Nrf2 activator – qHTS of Nrf2 Activators | AREc32 ARE-luciferase reporter (MCF7-derived line), luminescence, 24 h | Potency, µM (highest dose often 46.1 µM), without a hit: at the top dose activation, most hits filed as activators | 410,000 compounds, 0.31% hits | AID 624171, 2012; also: potency is read from the fitted curve at half-maximal effect; % of control where 0% means no effect; nearly all actives have a fitted effect of over 65% in size
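AREc32_Fluc, 1000 cells/well, OPTI-MEM + 5% FBS, o/n 37 deg C 5% CO2; 23 nL cpd by pin tool, 24 hr; Steady-Glo 30 min RT, luminescence.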
Numbers without * were called inactive; i = inactive; ? = inconclusive; . = not tested or not shown; [ ] = another dose, or the depositor's remark. Unless noted, calls follow the shape of the dose curve; as a rule, active = well fitted curve in the direction sought with a large enough effect; inconclusive = small, poorly fitted or top-dose-only effect, or another doubt; inactive = no such curve, though single readings can be large; an effect the other way counts as inactive or inconclusive.

Under each structure – Akt phos inh	Mm-Cpn inhibitor	EPAC2 antagonist	EPAC2 ag	A549 tox	TGFb inhibitor	CCT modulator	Nrf2 inh	Nrf2 activator
1	CCOC(=O)c1c(/N=C/C2C(=O)CCCC2=O)sc(C)c1C
→ i	0%	-1%	-2%	1%	-1%	-3.1	4%	0.6%
2	COc1ccc(NC(=O)/C(=C/c2ccc3c(c2)OCO3)NC(C)=O)cc1
→ i	2%	-2%	11%	-3%	2%	-2.5	8%	2.7%
3	O=C(Nc1ccc2c(c1)OCO2)NC1(C(F)(F)F)Oc2ccccc2O1
→ .	1%	-6%	-3%	-15%	-14%	-2.0	?	?
4	COc1cc(C2SCC(=O)N2Cc2ccccc2)cc(OC)c1OC (stereo not given)
→ i	0%	-12%	-5%	-4%	1%	0.7	9%	-0.4%
5	C[C@H]1CN([C@@H](C)CO)C(=O)c2cc(NC(=O)C3CCCCC3)ccc2O[C@H]1CN(C)S(=O)(=O)c1ccccc1
→ i	-2%	-13%	12%	-2%	-21%	-1.0	?	3.6%
6	Fc1ccc(-c2cnc3n2CCCCC3)cc1
→ i	0%	3%	2%	-1%	0%	2.8	-7%	0.0%
7	CCCCn1nnnc1C1(C)CCC(=O)N1CCCN1CCOCC1 (stereo not given)
→ i	.	1%	4%	.	.	0.7	.	0.2%
8	Cc1ccc(S(=O)(=O)N(Cc2ccccc2F)C(=O)N2CCN(C)CC2)cc1
→ i	0%	-4%	0%	-3%	-3%	-4.4	3%	-0.6%
9	Cc1ccc(-c2nc3ncccn3c2NC2CCCC2)o1
→ i	-5%	2%	1%	1%	-14%	0.2	9%	-0.8%
10	Cc1c(C(=O)NCc2ccccc2Cl)sc2nc3n(c(=O)c12)CCCC3
→ .	.	.	.	-10%	-5%	.	-13%	0.4%
11	Cc1nn(Cc2ccc(Cl)cc2)c2sc(C(=O)OCC(N)=O)cc12
→ .	-1%	0%	0%[15.6 µM]	1%	7%	-1.8	-20%	2.3%
12	O=C(/C=C/c1ccco1)NC(=S)NNC(=O)c1ccco1
→ i	0%	13%	2%	-6%	-7%	-8.2	-14%	?
13	Cc1nc2scc(C)n2c(=O)c1S(=O)(=O)N1CCN(c2ccc(F)cc2)CC1
→ i	1%	-3%	8%	-2%	-12%	-2.4	0%	-0.8%
14	O=C1CSC(c2ccccn2)N1c1cccc(Cl)c1 (stereo not given)
→ i	1%	17%	3%	-3%	22%	0.3	3%	1.7%
15	O=C(NCc1ccccn1)c1ccc2c(=O)n(CCc3ccccc3)c(=O)[nH]c2c1
→ i	1%	0%	-2%	10%	8%	-2.2	?	4.6%
16	Cc1noc(C(=O)Nc2ccc(F)cc2F)c1Cl
→ i	0%	-5%	5%	1%	-6%	1.5	?	8.2%
17	CCOC(=O)C1CCN(CC(=O)c2c(C)n(C)c3ccc(OC)cc23)CC1
→ i	-2%	12%	9%	7%	16%	-0.7	-1%	1.8%
18	COc1ccc(Cc2c(C(C)(C)C)nc3ccc(Br)cn23)c(C)c1
→ i	.	-6%	5%	.	-26%	1.3	.	-1.3%
19	CCOc1ccc(OCCNC(=O)c2oc3ccccc3c2COC)cc1
→ i	3%	-10%	14%	7%	?	-0.6	?	1.8%
20	O=C(c1ccccn1)N1CCN(c2ccc(C(F)(F)F)cn2)CC1
→ i	-3%	-6%	5%	-3%	-2%	0.8	?	-0.5%
21	CSc1nc2ccccc2n1C(=O)NC1CCCCC1
→ .	0%	2%	?	-3%	-1%	-3.5	30%	-0.8%
22	Cc1ccccc1NC(=O)CCN1CCN(C/C=C/c2ccccc2)CC1
→ i	-8%	0%	4%	8%	-20%	-1.7	-7%	-0.3%
23	COc1cccc(-n2nnc3c(=O)n(CC(=O)NC4CCCC4)cnc32)c1
→ i	-1%	3%	4%	5%	-6%	-1.4	-5%	-0.5%
24	COc1cc2c(cc1OC)-c1cc(Nc3ccc(N(C)C)cc3)nc(=O)n1CC2
→ i	-10%	1%	-6%	-3%	26%	0.3	?	9.7%
25	O=C(CNC(=O)/C(=C\c1ccc(Br)cc1)NC(=O)c1ccccc1)OCc1ccccc1
→ i	0%	-4%	14%	0%	7%	-2.2	4%	-0.8%
26	O=C(C1CCCN(S(=O)(=O)c2ccccc2)C1)N1CCN(c2ncccn2)CC1 (stereo not given)
→ i	0%	-6%	6%	0%	1%	0.1	-4%	0.0%
27	N#C/C(=C\c1ccco1)Sc1nc2ccccc2s1
→ i	-2%	-4%	20%	-3%	?	-2.7	23%	11µM*
28	c1ccc(C2Oc3ccccc3C3CC(c4cccs4)=NN32)cc1 (stereo not given)
→ i	-6%	8%	6%	3%	-1%	1.2	20%	?
29	COC(=O)c1ccccc1NC(=O)N1CCN(C(=O)c2ccco2)CC1
→ i	0%	6%	1%	2%	2%	-1.6	-23%	2.3%
30	COc1ccc(-n2c(=S)[nH]c3cc(C(=O)Nc4cc(C(N)=O)ccc4OC)ccc3c2=O)c(OC)c1
→ i	1%	4%	5%	-2%	-6%	-2.1	-11%	0.2%
31	CCOC(=O)c1c(NC(=O)COc2ncnc3ccccc23)sc(C)c1C
→ i	1%	1%	-4%	0%	-4%	-0.5	1%	-0.2%
32	COc1ccc(-c2noc(CCCCC(=O)N3CCN(c4cc(C)ccc4C)CC3)n2)cc1
→ i	3%	-2%	9%	-22%	?	-0.9	3.7µM*	-0.9%
33	O=c1oc2ccccc2nc1/C=C(O)/C=C/c1ccc(F)cc1
→ i	0%	7%	0%	-7%	-5%	-0.9	11%	18µM*
34	CCn1c(SCc2nc3ccccc3s2)nnc1-c1ccccc1
→ .	-1%	-15%	-84%[inhibitor][15.6 µM]	-6%	-7%	2.1	?	7.8%
35	O=C(Oc1cccc2ccccc12)c1ccco1
→ i	1%	-2%	11%	0%	-3%	-1.7	-4%	-0.7%
36	COc1ccc(Nc2cc(C)nc3ccc(C)cc23)cc1
→ i	.	0%	6%	.	-23%	-0.3	.	-0.9%
37	CCCn1c(N2CCN(Cc3ccc(Cl)cc3)CC2)nc2ccccc21
→ i	2%	-30%	0%	?	16µM*	1.4	?	3.0%
38	Cc1ccc(N2CC(C(=O)N3CCc4ccccc43)CC2=O)cc1 (stereo not given)
→ i	2%	7%	7%	-3%	2%	0.5	-6%	-0.4%
39	Cc1cc(SCC(=O)c2ccccc2)n2ncc(-c3ccccc3)c2n1
→ i	-2%	1%	13%	-14%	-2%	-1.9	19%	4.2%
40	CS(=O)(=O)c1ccc(Cl)c(NC(=O)CSc2nc3ccccc3c(=O)n2CCCN2CCOCC2)c1
→ i	0%	6%[57.1 µM]	-14%	-10%	7%	0.2	-17%	-0.6%
41	COc1ccc(CCn2c(-c3cccc([N+](=O)[O-])c3)nc3nc4ccccc4nc32)cc1
→ i	.	-2%	4%	-1%	16%	1.1	-5%	-0.2%
42	c1ccn2c(Cc3nnc4ccccn34)nnc2c1
→ i	0%	-3%	1%	-14%[1.84 µM]	-23%	-4.0	9%	0.0%
43	Cc1sc2ncn(CC(=O)N3CCN(c4ccccn4)CC3)c(=O)c2c1S(=O)(=O)N1CCC(C)CC1
→ i	-1%	4%	0%	5%	20%	0.1	8%	-0.5%
44	COc1cc(/C=C(/NC(=O)c2ccccc2)C(=O)Nc2ccccc2)c([N+](=O)[O-])cc1OC
→ i	1%	-24%	0%	-4%	-1%	-5.8	?	3.7%
45	CC(=O)N=c1cccc(NC(C)=O)n1O
→ i	-6%	3%	4%	2%	18%	0.0	2%	0.3%
46	COc1ccc(C(=O)N2CCN(C(C)=O)CC2)cc1S(=O)(=O)N1CCOCC1
→ i	1%	0%	4%	-4%	-1%	1.5	-2%	-0.5%
47	Cc1cc(-c2nn(-c3ccccc3F)cc2CN2CCC(O)CC2)c(C)s1
→ i	-2%[15.4 µM]	-1%	10%	8%	-6%	-3.6	11%	4.3%
48	CCOc1ccc(N(CC(=O)NCC2CCCO2)S(=O)(=O)c2ccc(SC)cc2)cc1 (stereo not given)
→ i	0%	-9%	10%	1%	-19%	-2.4	3%	-0.4%
49	O=c1c2ccccc2oc2ccc(NCCCN3CCOCC3)cc12
→ i	0%	-14%	0%	-3%	-17%	-0.4	?	3.9%
50	Cc1cc([N+](=O)[O-])nn1CC(=O)N1CCc2ccccc2C1
→ i	2%	-5%	11%	-11%	3%	0.0	-20%	-0.6%
51	O=C(NC1CCCCC1)c1cc(-c2cccs2)on1
→ i	1%	1%	3%	-1%	-16%	-0.1	?	4.5%
52	Cc1ccc2sc(N(CCCN(C)C)C(=O)c3ccc(S(=O)(=O)N4CCOCC4)cc3)nc2c1C
→ i	1%	-4%	0%	2%	5%	0.0	27%	-0.3%
53	Cc1cc(C)c(NC(=O)Cn2nnc3sc4c(c3c2=O)CCC(C(C)(C)C)C4)c(C)c1 (stereo not given)
→ .	.	.	.	?	-41%	.	?	0.4%
54	C[n+]1cccc(C(=O)NNC(=O)C23CC4CC(CC(C4)C2)C3)c1
→ i	-1%	4%	19%	2%	-2%	0.9	-9%	0.2%

Screens from PubChem BioAssay.

A portion of the library (hit frequency here may not be typical).
